Screens deposited in PubChem by National Center for Advancing Translational Sciences (NCATS).
HT1080-NT tox: kills 2HG-producing HT-1080-NT fibrosarcoma cells; HT-1080-NT fibrosarcoma viability, CellTiter-Glo ATP luminescence, 48 h; Potency, µM (doses to about 46.1 µM), inactives show at the highest dose activity, negative = less viability, hits mostly cytotoxic; 1.6% of 360,000 active; AID 686970;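 also: NT is the 2HG producing partner of a matched IDH1 knockdown line; potency is read from the fitted curve at half-maximal effect; 0% = DMSO-treated cells and -100% = media-only wells without cells; nearly all actives have a fitted effect of over 55% in size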
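Read-out is CellTiter-Glo luminescence after 10 minutes at room temperature, following 48 hours' compound treatment of HT-1080-NT cells (750 cells/well, RPMI, 5% FBS, 37 degrees C).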
ATXN viability: reduces viability in counter-screen for ATXN expression inhibitors. S2 cells (HEK-293 line with an ATXN2-luciferase reporter) viability, CellTiter-Fluor protease fluorescence, 24 h. Potency, µM (highest dose often 56.7 µM), hits mostly cytotoxic. 0.49% of 400,000 active. AID 651635; also: potency is read from the fitted curve at half-maximal effect; nearly all actives have a fitted effect of over 40% in size
KB-V1 MDR tox: kills drug-selected multidrug resistant KB-V1 cells; KB-V1 MDR cells viability, CellTiter-Glo, 72 h; Potency, µM (series often up to 46.1 µM), for inactives: at the top dose activity change, negative = cytotoxicity, usual class: cytotoxic; 3.4% of 400,000 active; also: potency is read from the fitted curve at half-maximal effect; % is scaled to controls: 0 for no effect and ±100 for the full control effect; nearly all actives have a fitted effect of over 60% in size
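Readout: CellTiter-Glo luminescence, 10 min after addition. Cells: KB-V1 MDR subline, 72 h at 37 degrees C with compound. Analysis: corrected, normalized data fitted to concentration-effect curves.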
HT1080 IDH1KD tx: HT-1080 IDH1 knockdown cell toxicity (counter line) | HT-1080 IDH1 knockdown viability, ATP luminescence, 48 h | Potency, µM (doses to about 46.1 µM), for inactives: at the highest dose activity, negative = toxicity, hits mostly cytotoxic | 2% of 360,000 active;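 also: potency is read from the fitted curve at half-maximal effect; 0% = DMSO wells and -100% = cell-free medium wells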
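CellTiter-Glo luminescence after 48 h compound exposure at 37 degrees C of IDH1-knockdown HT-1080 cells in 5% FBS RPMI. %Activity scaled between DMSO wells and cell-free media wells, with curves fitted and assigned curve classes.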
KB-3-1 tox: KB-3-1 parental cell cytotoxicity | 1.4% of 400,000 active | KB-3-1 viability, CellTiter-Glo ATP luminescence, 72 h | Potency, µM (doses to about 46.1 µM), for inactives: top-dose activity change, negative = cytotoxic, most hits filed as cytotoxic; also: potency is read from the fitted curve at half-maximal effect; % is scaled to controls: 0 for no effect and ±100 for the full control effect; nearly all actives have a fitted effect of over 60% in size
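Cells are dispensed, compounds pinned in, plates held at 37 °C for 72 h, then CellTiter-Glo is added and luminescence read after 10 minutes. Cell line: parental KB-3-1 in phenol-red-free DMEM, 10% FBS.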
IL-1B inflam inh: blocks inflammasome-driven IL-1 beta release; THP-1 LPS/ATP IL-1B secretion, AlphaLISA, 16 h; hits give low values; activity change, % at 57.5 µM; 4.7% of 360,000 active; AID 743279; in the data active = activity change below about -50%; inconclusive = mostly about -30% to -49%; also: % is scaled to controls: 0 for no effect and ±100 for the full control effect
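Secreted IL-1B measured by AlphaLISA bead assay after 16 h compound exposure of THP-1 cells; compounds (final up to 57.5 uM) added 1 h before LPS (250 ng/mL) and ATP (1.25 mM) stimulation; lower signal means less secretion.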
MCF10A rerep: DNA re-replication induction in MCF 10a cells; MCF 10A DNA re-replication, Hoechst nuclear intensity, 48 h; Potency, µM (highest dose often 46.1 µM), without a hit: at the highest dose activity, positive = re-replication, usual class: activators; 2.9% of 350,000 active; also: potency is read from the fitted curve at half-maximal effect; % of control where 0% means no effect; nearly all actives have a fitted effect of over 50% in size
ATXN2 expr inh: reduces ATXN2 reporter expression in HEK-293 cells | Potency, µM (doses to about 57 µM), inactives show at the highest dose activity change, negative = inhibition, most hits filed as inhibitors | HEK-293 ATXN2-luciferase reporter, luminescence, 24 h | 0.72% of 360,000 active; also: potency is read from the fitted curve at half-maximal effect; % is scaled to controls: 0 for no effect and ±100 for the full control effect; nearly all actives have a fitted effect of over 55% in size
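ATXN2-luciferase reporter cells (luciferase flanked by upstream and downstream ATXN2 gene portions) were treated 24 h at 37 °C with compounds at up to 57 uM. SteadyGlo luminescence gave expression; GF-AFC fluorescence gave viability.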
SW480 rereplic: induces DNA re-replication in SW480 colon adenocarcinoma cells. SW480 DNA re-replication, Hoechst DNA content imaging, 48 h. Potency, µM (top dose mostly 46.1 µM), inactives show at the top dose re-replication activation, actives largely listed as activators. 1.8% of 340,000 active; also: potency is read from the fitted curve at half-maximal effect; % of control where 0% means no effect; nearly all actives have a fitted effect of over 55% in size
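Readout is total intensity of Hoechst-stained nuclei, excited at 405 nm and collected at 500-530 nm. Compound treatment lasted 48 hr at 37 C in 5% CO2 before staining.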
Numbers without * were called inactive; i = inactive; ? = inconclusive; . = no result given; & = joins results of further samples; [ ] = another dose, or the depositor's remark. Unless noted, calls follow the shape of the dose curve; as a rule, active = well fitted curve in the direction sought with a large enough effect; inconclusive = small, poorly fitted or top-dose-only effect, or another doubt; inactive = no such curve, though single readings can be large; an effect the other way counts as inactive or inconclusive.

SMILES	HT1080-NT tox	ATXN viability	KB-V1 MDR tox	HT1080 IDH1KD tx	KB-3-1 tox	IL-1B inflam inh	MCF10A rerep	ATXN2 expr inh	SW480 rereplic
O=c1ccnc(Sc2ncccc2[N+](=O)[O-])[nH]1	15%	i	0%	18%	3%	16	-4%	3%	1%
COC(=O)C[C@H]1CC[C@H](NC(=O)Cc2ccccc2)[C@@H](CO)O1	10%	.	6%	6%	8%	14	.	.	.
CCC(=O)Nc1cccc(NC(=O)CSc2nnc(C3CC3)n2C)c1	1%	i	28%	3%	0%	2	-1%	0%	-7%
CCOC(=O)Cc1csc(NC(=O)Nc2cccs2)n1	0%	i	13%	0%	0%	-15	6%	5%	13%
Cc1ccc(C(=O)N/N=C/c2cc(C)n(-c3ccc(Br)cc3)c2C)cc1[N+](=O)[O-]	0%	i	?	0%	-24%	-20	10%	-18%	1%
COc1ccc(Br)cc1CN(C)CC(=O)Nc1c(Cl)ccc(C)c1Cl	?	i	0%	-27%	-7%	-20	10%	-19%	4%
Cc1cccc2cc(CN(CCN3CCCC3)C(=O)NC3CCCCC3)c(=O)[nH]c12	-11%	i	4%	-10%	-24%	-15	?	-1%	6%
CNC(=O)CN(c1ccc(C23CC4CC(CC(C4)C2)C3)cc1)S(C)(=O)=O	-10%	i	0%	-9%	1%	-6	13%	-7%[11.3 µM]	11%
O=[N+]([O-])c1ccc(NCc2ccncc2)cc1	-1%	?	22%	3%	14%	4	1%	-2%	-3%
CCN(CC)C(=O)c1ncn2c1c(=O)[nH]c1ccccc12	4%	i	22%	0%	-7%	15	.	3%	.
O=[N+]([O-])c1c(O)c(Cl)cc(Cl)c1Cl (tested in a mixture with another compound)	?	i	13%	?	3%	31	?	-26%	6%
CCCCCCCNC(=O)CN1C(=O)CSc2ccc(S(=O)(=O)N3CCOCC3)cc21	24%	?	-1%	21%	6%	-18	-4%	-1%	-21%
NS(=O)(=O)c1cccc(NC(=O)COC(=O)C2CCCCC2)c1	3%	i	15%	-3%	18%	27	-1%	1%	-16%
CCOC(=O)c1c(S(=O)(=O)N2CCCC(C(=O)N3CCN(c4ccccc4)CC3)C2)c(C)n(C)c1C (stereo unspecified)	.	i	8%	.	16%	.	.	1%	.
COc1cc(NC(=O)COC(=O)/C=C/c2ccc(Cl)cc2Cl)cc(OC)c1	-8%	i	29%	14%	17%	0	4%	-13%	0%
COc1cc(=O)[nH]c(SC(C)C(=O)Nc2cc(C)on2)n1 (stereo unspecified)	13%	i	-2%	7%	-3%	11	-16%	-11%	-7%
CC1CN(S(=O)(=O)c2cccc(C(=O)OCCOc3ccccc3)c2)CC(C)O1 (stereo unspecified)	-2%	i	12µM*	-8%	1%	-4	-2%	-4%	-6%
CN(CC(=O)Nc1ccc(S(=O)(=O)N2CCCC2)cc1)Cc1c(F)cccc1Cl	-9%	i	7.3µM*	1%	?	-60*	9%	?	6%
CCCCn1c(N)c(N(CC(C)C)C(=O)c2ccco2)c(=O)[nH]c1=O	0%	i	4%	1%	-9%	24	1%	-5%	-525%[inhibitor]
N#CCSc1nc2cc(C(=O)N3CCC(C(N)=O)CC3)ccc2c2nc3ccccc3n12	4%	i	-1%	-21%	?	-3	?	9%	?
CCNC(=O)c1ccccc1NC(=O)c1cccc(S(=O)(=O)N2CCC(C)CC2)c1	-1%	i	16µM*	-17%	0%	-4	9%	-19%	2%
Cc1ccc(NC(=O)COC(=O)Cn2cnc3c2c(=O)n(C)c(=O)n3C)cc1F	-4%	i	5%	-7%	-2%	8	-4%	-12%	-6%
COCCOC(=O)c1c(C)n(C)c2ccc(OC(=O)c3ccccc3F)cc12	15%	i	?	6%	10%	22	-9%	.	-2%
O=C(c1ccccc1F)N1N=C(C(F)(F)F)CC1(O)c1ccccc1 (stereo unspecified)	-5%	?	-27%	-7%	-3%	1	.	.	.
Cc1csc2nc(CCNS(=O)(=O)c3cccs3)cn12	10%	i	?	-2%	8%	14	8%	38%[activator]	-13%
O=C(CN1C(=O)CSc2ccc(S(=O)(=O)N3CCOCC3)cc21)NCc1ccc(F)cc1	11%	?	0%	7%	2%	-16	-2%	-5%	-1%
C#CCNC(=O)C1=C[C@H](C(C)(C)C)C[C@H](OCCCCO)O1	0%	i	17%	0%	18%	22	5%	8%	2%
Cc1[nH]c(=O)c(C#N)cc1-c1csc(-c2ccccc2)n1	-3%	i	2%	-1%	?	6	?	0%	12%
C[C@@H]1CN([C@H](C)CO)C(=O)c2cc(Br)cnc2O[C@H]1CN(C)C(=O)Nc1ccc2c(c1)OCO2	-1%	i	-5%	7%	16%	26	.	3%	.
COc1cc(/C=C/C(=O)Nc2ccncc2)cc(OC)c1OC	0%	i	0%	1%	-1%	16	17%	6%	0%
COCCSc1nc2c([nH]c3ccccc32)c(=O)n1-c1ccc(OC)c(OC)c1	.	i	-8%	.	-2%	.	.	0%	.
Cc1ccc2nc(NC(=O)CCn3cccc3)sc2c1	-11%	?	14%	-8%	-1%	-5	7%	.	4%
Fc1cccc(NC(=S)NC2CCCCCCC2)c1	-7%	i	13%	-3%	-8%	?	?	?	8%
N#Cc1ccc(C=NN2CCCCCC2)cc1	-1%	i	-4%	-1%	-5%	?	2%	27%	-1%
CN=CC1=C(O)CC(C)(C)CC1=O	10%	i	1%	6%	24%	17	9%	5%	-5%
COc1ccc(NC(=O)C2CCCN(S(=O)(=O)c3cnc[nH]3)C2)cc1 (stereo unspecified)	1%	i	0%	1%	0%	7	-2%	-4%	-4%
Cc1ccccc1NC(=O)CC(=O)Nc1ccccc1C	11%	i	4%	8%	2%	68	-1%	-3%	-1%
CCCC1=C(C(=O)OCC)C(c2ccccc2OC)NC(=O)N1 (stereo unspecified)	1%	i	-5%	3%	0%	28	-22%	8%	1%
CCCCn1c(=O)[nH]c(=O)c2c1nc(-c1ccccn1)n2CC	6%	i	?	-8%	-12%	2	7%	2%	-20%
CC(C)(C)S(=O)N1Cc2cc(C(=O)NCCCN3CCOCC3)nc(-c3cccc(-c4cc5ccccc5o4)c3)c2[C@H]1CCO (stereo partly specified)	?	i	-19%	?	0%	-28	.	0%	.
Cn1c(=O)oc2cc(S(=O)(=O)Nc3ccc(Cl)cc3F)ccc21	1%	i	3%	2%	2%	6	5%	-11%	1%
Cc1cccc(OCC(=O)NCC(=O)N/N=C/c2ccccc2)c1	2%	i	-17%	2%	28%	-1	7%	-6%	-1%
O=C(Nc1nc2c(s1)CCCC2)c1cccnc1	-11%[9.24 µM]	i	?	4%	-24%	-12	-6%	-16%	-11%
O=C(CCS(=O)(=O)c1ccccc1)N1CCOCC1	9%	i	2%	11%	-13%	-2	13%	15%	-14%
CC(=O)c1ccc(NC(=O)COC(=O)c2nc(Cl)ccc2Cl)cc1	24%	i	-3%	23%	-10%	22	9%	3%	-3%

Arranged by the number under IL-1B inflam inh (largest number first): 5 of the compounds above
smiles | IL-1B inflam inh | SW480 rereplic
COc1ccc(NC(=O)C2CCCN(S(=O)(=O)c3cnc[nH]3)C2)cc1 (stereo unspecified) | 7 | -4%
CCCCn1c(=O)[nH]c(=O)c2c1nc(-c1ccccn1)n2CC | 2 | -20%
Cc1cccc(OCC(=O)NCC(=O)N/N=C/c2ccccc2)c1 | -1 | -1%
Cc1ccc2nc(NC(=O)CCn3cccc3)sc2c1 | -5 | 4%
O=C(Nc1nc2c(s1)CCCC2)c1cccnc1 | -12 | -11%

Next compounds
SMILES	HT1080-NT tox	ATXN viability	KB-V1 MDR tox	HT1080 IDH1KD tx	KB-3-1 tox	IL-1B inflam inh	MCF10A rerep	ATXN2 expr inh	SW480 rereplic
Cc1ccc(N2C(=O)[C@@H]3[C@H](C2=O)C2CCCN2[C@@H]3C(=O)c2ccccc2)cc1 (stereo partly specified)	?	?	-3%	?	5%	-8	?	12%	?
COCCCNC(=S)N1CCN(c2nc(C)nc3sc4c(c23)CCCC4)CC1	?	?	?	-16%	?	-13	-3%	-24%	1%
COC(=O)c1sccc1NC(=O)NC1CCCCC1	-1%	?	-20%	-7%	?	?	1%	.	?
N#Cc1ccccc1NC(=O)COC(=O)/C=C/c1cn(-c2ccccc2)nc1-c1ccc(Cl)cc1	-1%	i	-16%	1%	23µM*	46	-5%	-9%	1%
Cc1cccc(NC(=O)Nc2cccc(C)n2)n1	2%	i	?	0%	-3%	-1	13%	14%	-2%
Cc1ccc(CC23CN4CCN(CC(C4)C2O)C3)c(C)c1 (stereo unspecified)	-3%	i	-10%	-6%	8%	-8	-3%	-1%	-9%
O=C(C1CN(S(=O)(=O)c2ccccc2)CCN1S(=O)(=O)c1ccccc1)N1CCCCCC1 (stereo unspecified)	15%	i	-1%	24%	-11%	-6	-2%	-7%	1%
CC1=C(C(N)=O)C(c2ccccc2)n2nc(-c3ccncc3)nc2N1 (stereo unspecified)	-3%	i	24%	-1%	0%	6	-1%	-2%	4%
O=C(Cc1c[nH]c2ccccc12)OCC(=O)c1ccccc1	-8%	i	0%	-3%	-12%	36	-1%	7%	-4%[9.22 µM]
COc1ccc(C2Nc3ccccc3C(=O)N2Cc2ccco2)cc1COc1ccc(NC(C)=O)cc1 (stereo unspecified)	0%	i	-6%&4%	-24%	-15%&-2%	-7	?	8%	0%
C#CCSc1nc(N)c2c(n1)OC(N)=C(C#N)C2c1cccnc1 (stereo unspecified)	-9%	i	22%	7%	-6%	-3	?	0%	?
COc1ccc(S(=O)(=O)N2CCc3cc(OC)c(OC)cc3C2)cc1	-3%	i	11%	-5%	-10%	-21	9%	-7%	0%

2 entries drawn at random from those above, as already listed:
SMILES	HT1080-NT tox	ATXN viability	KB-V1 MDR tox	HT1080 IDH1KD tx	KB-3-1 tox	IL-1B inflam inh	MCF10A rerep	ATXN2 expr inh	SW480 rereplic
N#Cc1ccccc1NC(=O)COC(=O)/C=C/c1cn(-c2ccccc2)nc1-c1ccc(Cl)cc1	-1%	i	-16%	1%	23µM*	46	-5%	-9%	1%
COCCCNC(=S)N1CCN(c2nc(C)nc3sc4c(c23)CCCC4)CC1	?	?	?	-16%	?	-13	-3%	-24%	1%
